ATXN2 expr inh: Primary qHTS for Inhibitors of ATXN expression; HEK-293 ATXN2-luciferase reporter, luminescence, 24 h; Potency, µM (doses to about 57 µM), inactives show top-dose activity change, negative = inhibition, most hits filed as inhibitors; 0.72% of 360,000 active; AID 1745845, 2022; also: potency is read from the fitted curve at half-maximal effect; % is scaled to controls: 0 for no effect and ±100 for the full control effect; nearly all actives have a fitted effect of over 55% in size
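ATXN2-luciferase reporter cells (luciferase flanked by upstream and downstream ATXN2 gene portions) were treated 24 h at 37 °C with compounds at up to 57 uM. SteadyGlo luminescence gave expression; GF-AFC fluorescence gave viability.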
IL-1B inflam inh: qHTS for Inhibitors of Inflammasome Signaling: IL-1-beta AlphaLISA Primary Screen. THP-1 LPS/ATP IL-1B secretion, AlphaLISA, 16 h; stronger effect = lower value. activity change, % at 57.5 µM. 4.7% of 360,000 active; in the data active = activity change below about -50%; inconclusive = mostly about -30% to -49%; also: % is scaled to controls: 0 for no effect and ±100 for the full control effect
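Secreted IL-1B measured by AlphaLISA bead assay after 16 h compound exposure of THP-1 cells; compounds (final up to 57.5 uM) added 1 h before LPS (250 ng/mL) and ATP (1.25 mM) stimulation; lower signal means less secretion.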
HepG2 viability: qHTS for Inhibitors of TGF-b: Cytotox Counterscreen | HepG2 CAGA-GFP viability, ATP luminescence, 18 h | Potency, µM (series often up to 46.1 µM), for the others: at the top dose activity change, negative = cytotoxicity, most hits filed as cytotoxic | 0.76% of 410,000 active; also: potency is read from the fitted curve at half-maximal effect; some results filed as inactive show a strong effect at the top dose
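HepG2 CAGA-GFP cells (1000/well, DMEM with 1% FBS) received compound, then TGF-beta at 500 pg/mL final, and were incubated 18 hours at 37 degrees C. Viability was read by CellTiter-Glo luminescence. Media-only wells were set as complete cell-killing and DMSO as no toxicity.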
S2 tox: Viability Counterscreen for Primary qHTS for Inhibitors of ATXN expression. S2 cells (HEK-293 line with an ATXN2-luciferase reporter) viability, CellTiter-Fluor protease fluorescence, 24 h. Potency, µM (series often up to 56.7 µM), usual class: cytotoxic. 0.49% of 400,000 active. AID 651635, 2014; also: potency is read from the fitted curve at half-maximal effect; nearly all actives have a fitted effect of over 40% in size
TGFb SMAD3 inh: qHTS for Inhibitors of TGF-b | AID 588855, 2011 | HepG2 CAGA-GFP TGF-b/SMAD3 reporter, GFP fluorescence, 18 h; TGF-beta stimulated, 500 pg/mL final | Potency, µM (titrated, usually from 46.1 µM), inactives show at the highest dose activity, negative = inhibition, hits mostly inhibitors | 1.2% of 410,000 active; also: potency is read from the fitted curve at half-maximal effect; % is scaled to controls: 0 for no effect and ±100 for the full control effect; nearly all actives have a fitted effect of over 65% in size
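Smad-responsive CAGA-GFP expression was quantified in HEPG2 cells exposed to compounds and 500 pg/mL final TGF-beta for 18 h at 37 degrees C; unstimulated wells defined full inhibition.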
MCF10A rereplic: A quantitative high throughput screen for small molecules that induce DNA re-replication in MCF 10a normal breast cells; MCF 10A DNA re-replication, Hoechst nuclear intensity, 48 h; Potency, µM (top dose mostly 46.1 µM), for the others: at the highest dose activity, positive = re-replication, most hits filed as activators; 2.9% of 350,000 active; AID 624296, 2012; also: potency is read from the fitted curve at half-maximal effect; % of control where 0% means no effect; nearly all actives have a fitted effect of over 50% in size
Nrf2 activator: qHTS of Nrf2 Activators; AID 624171, 2012; Potency, µM (titrated, usually from 46.1 µM), without a hit: at the highest dose activation, actives largely listed as activators; 0.31% of 410,000 active; AREc32 ARE-luciferase reporter (MCF7-derived line), luminescence, 24 h; also: potency is read from the fitted curve at half-maximal effect; % of control where 0% means no effect; nearly all actives have a fitted effect of over 65% in size
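Luminescent ARE reporter assay in AREc32_Fluc cells: overnight plating at 37 deg C, 24 hr compound incubation, Steady-Glo added, 30 min RT before reading.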
A549 tox: Nrf2 qHTS screen for inhibitors: counterscreen for cytotoxicity. A549 ARE-Fluc cells, CellTiter-Fluor viability, 18-24 h. Potency, µM (titrated, usually from 46 µM), for the others: at the top dose activity change, negative = cytotoxicity, hits mostly inhibitors. 0.16% of 390,000 active. AID 504648, 2011; also: potency is read from the fitted curve at half-maximal effect; % is scaled to controls: 0 for no effect and ±100 for the full control effect
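A549 ARE-Fluc cells in 5% FBS OPTI-MEM, 5000 cells/well, rested 2 h then exposed to compounds in concentration-response for 18-24 h at 37 °C. Viability by CellTiter-Fluor fluorescence (Ex 405/Em 525) after 30 min; luciferase luminescence (BugLite, 15 min, RT) read afterwards.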
Nrf2 block: Nrf2 qHTS screen for inhibitors | A549 ARE-Fluc reporter, luciferase luminescence, 18-24 h | Potency, µM (doses to about 46 µM), inactives show at the top dose activity change, negative = inhibition, most hits filed as inhibitors | 2.1% of 360,000 active; also: potency is read from the fitted curve at half-maximal effect; % is scaled to controls: 0 for no effect and ±100 for the full control effect; nearly all actives have a fitted effect of over 60% in size
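Nrf2 activity is the BugLite luminescence, read 15 min after reagent at room temperature, following CellTiter-Fluor cytotoxicity readout (30 min, 37C). Compound titrations were applied for 18-24 h to 5000 A549 ARE_Fluc cells/well in 5% FBS OPTI-MEM.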
Starred values were filed as active, the others as inactive; i = inactive; u = inconclusive; x = not tested or not shown; [ ] = another dose, or the depositor's remark. Unless noted, calls follow the shape of the dose curve; as a rule, active = well fitted curve in the direction sought with a large enough effect; inconclusive = small, poorly fitted or top-dose-only effect, or another doubt; inactive = no such curve, though single readings can be large; an effect the other way counts as inactive or inconclusive. Compounds were not picked by outcome; any-hit rate near 8.8%.

Second line of a record – TGFb SMAD3 inh	ATXN2 expr inh	Nrf2 activator	S2 tox	Nrf2 block	MCF10A rereplic	IL-1B inflam inh	HepG2 viability	A549 tox
CCOc1ccc2nc(COC(=O)c3ccncc3)c(C(=O)c3ccccc3)[n+]([O-])c2c1
  -2%	x	1.7%	i	10%	-3%	9	-56%	0%
CCNC(=S)Nc1ccc2c(c1)c(=O)n(C)n2Cc1cccc(C(F)(F)F)c1
  -24%	-3%	3.2%	i	x	x	13	-6%	x
CC(=O)Nc1cccc(-c2nc3ccccc3[nH]2)c1
  u	24%	3.9%	i	15%	-1%	10	0%	0%
O=C(COC(=O)/C=C/C(=O)OCC(=O)Nc1ccccc1F)Nc1ccccc1F
  u	x	4.9%	u	2%	u	-82*	-46%	-2%
COc1ccc(S(=O)(=O)Cc2ccc(C(=O)N3CCN(c4cc(Cl)ccc4C)CC3)o2)cc1
  -14%	u	2.6%	u	u	u	-7	-18%	-22%
O=C(NCc1cccs1)c1ccccc1
  -4%	11%	2.0%	i	8%	5%	8	1%	-3%
CCOC(=O)n1c(=O)n(Cc2ccc(OC)cc2)c2ccccc21
  -31%	-1%	-0.2%	i	1%	0%	19	-1%	-2%
COc1cc(CN2C[C@@H](CO)O[C@@H](n3cnc4c(NC5CCC5)ncnc43)C2)cc(OC)c1OC
  6%	9%	-0.6%	i	x	x	-14	0%	x
Cc1ccc(N2C(=O)CC(Sc3cccs3)C2=O)cc1 (stereo not given)
  -11%	x	14%	i	18%	-1%	-14	3%	5%
Cc1ccc(OCCOCCN2CCN(C)CC2)c([N+](=O)[O-])c1
  u	x	-0.5%	i	-35%	2%	-2	-12%	-17%
CCN(CC)S(=O)(=O)c1ccc(N2CC(C(=O)NCc3ccc4c(c3)OCO4)CC2=O)cc1 (stereo not given)
  3%	x	0.3%	i	1%	-1%	-8	-16%	6%
CC1CCN(C(=O)Cn2cnc3c2c(=O)n(C)c(=O)n3C)c2ccccc2S1 (stereo not given)
  3%	-6%	-0.4%	i	-1%	6%	63	0%	-1%
CSc1ccc(CN(C)C(=O)c2cc3ccccc3o2)cc1
  -7%	15%	0.7%	i	6%	18%	20	-13%	1%
COc1ccc(Cl)cc1NC(=O)CN1C(=O)CSc2ccc(S(=O)(=O)N3CCCC3)cc21
  -11%	x	2.6%	x	u	x	x	-8%	2%
Cc1ccc(Nc2ncnc3ccccc23)cc1
  1%	12%[11.3 µM]	1.6%	i	u	-18%	-28	-34%	-1%
C=CCNc1nc(C(=O)OCC(=O)c2ccccc2)cs1
  -2%	-16%	-0.6%	i	u	22%	20	-3%	15%
CC1(C)CC(=O)c2cc(OCC(=O)NCCCN3CCN(c4ccc(F)cc4)CC3)ccc2O1
  5%	-6%	2.3%	i	u	u	u	-50%	u
CCn1ncc(C(=O)Nc2cc(C)on2)c1C
  u	4%	0.7%	i	u	-10%	7	-78%	-3%
NNC(=O)Cn1cnc2ccccc21
  2%	8%	-0.2%	i	9%	-3%	40	-1%	-1%
CCc1cccc(C)c1NC(=O)Cn1cc2c(n1)CCCCC2
  -15%	-9%	-1.5%	i	-19%	x	x	-4%	2%
O=C(NC1CCCC1)c1sc(=S)n2c1[nH]c(=O)c1ccccc12
  -13%	u	2.0%	i	16µM*	u	-85*	-32%	u
Cc1ccc(CNS(=O)(=O)c2ccc3c(c2)CCN3C(=O)CCCC(=O)O)cc1
  7%	11%	-0.6%	x	2%	u	29	14%	3%
COc1ccc(OC(=O)CSc2nnc(-c3ccc(F)cc3)o2)cc1
  -15%	x	-0.6%	x	u	x	x	-5%	-1%
O=C(NNC(=O)c1ccc2ccccc2c1O)c1cccs1
  6%	18%	3.0%	i	4%	12%	-8	-7%	2%
COc1cccc(NC(=O)CN(C)C(=O)[C@@H]2CCCN2C(=O)c2cccs2)c1
  8%	x	-0.8%	x	u	-2%	-13	-5%	1%
NC(=O)c1cc([N+](=O)[O-])ccc1NCc1cnccn1
  4%	4%	3.4%	i	12%	1%	0	-4%	-4%
C=CCNc1sc(C(=O)C2CC2)c(N)c1C#N
  33%	11%	19%	i	x	2%	-7	7%	-6%
CCOC(=O)c1cnc2c(C(=O)OC)cccc2c1NCc1ccco1
  2%	-4%	3.1%	i	x	-12%	22	-20%	1%
O=C(NCCO)c1ccc(-c2ccc3nncn3c2)cc1
  -11%	8%	-0.3%	i	x	x	16	0%	x
O=C(O)c1cccc(-n2c(/C=C/c3ccc([N+](=O)[O-])cc3)nc3ccccc3c2=O)c1
  23%	u	0.1%	u	u	u	-6	44%	-6%
Cc1ccc(Nc2nc(N)nc(CN3CCCCCC3)n2)c(C)c1
  5%	-8%	-0.2%	i	x	-4%	-4	2%	1%
CCCCn1nnnc1C(c1cc2ccccc2o1)N(C)Cc1ccc(Cl)c(Cl)c1 (stereo not given)
  x	-3%	1.4%	i	x	x	1	x	x
O=c1/c(=C\c2ccc(O)cc2)sc2n1C(c1ccccc1)C(c1ccccc1)=NN=2 (stereo not given)
  1%	-12%	5.7%	i	u	7.3µM*	-65*	12%	u
COc1ccc(Nc2cc(=O)oc3ccccc23)cc1
  -27%	-21%	-0.1%	i	-16%	u	34	-16%	-17%
CCOC(=O)c1ccc(-n2c(N)c(C(=O)NCc3ccco3)sc2=S)cc1
  -7%	5%	2.3%	i	21%	14%	-24	-25%	-7%
CC(NCC(O)c1ccc([N+](=O)[O-])cc1)C12CC3CC(CC(C3)C1)C2 (stereo not given)
  9%	2%	5.7%	i	-10%	17%	-85*	-30%	-22%
Cc1ccc(NC(=O)C2CCCN(S(=O)(=O)c3ccc4c(c3)CCCC(=O)N4)C2)cc1N(C)C (stereo not given)
  -13%	-23%	0.1%	u	16µM*	x	x	-19%	1%
CCCc1c(C(=O)NNc2cccc(Cl)c2)cnn1-c1ccccc1
  u	x	4.3%	i	-21%	u	-28	-18%	1%
Nc1ccc(Nc2nc3ccccc3[nH]2)cc1
  -1%	12%	3.4%	i	-2%	-3%	u	-5%	-5%
CCCC1=C(C(=O)OCC)C(c2cc(Cl)cc(OC)c2OCC(=O)OCC)NC(=O)N1 (stereo not given)
  5%	64%[activator]	0.2%	i	u	1%	6	-5%	-2%
Cc1nn(-c2ccc(N3CCOCC3)nn2)c(C)c1CCC(=O)N1CCN(C)CC1
  4%	0%	-0.4%	i	20%	-2%	12	4%	-12%
Cc1cc(C)n(-c2nc3c(c(=O)[nH]c(=O)n3C)n2CC(C)C)n1
  39%[activator]	-6%	0.1%	i	x	8%	-12	-1%	7%
CCN(CCn1cccn1)C(=O)C1CCC(=O)N(CCN2CCOCC2)C1 (stereo not given)
  -3%	-8%	0.6%	i	8%	11%	-8	-3%	-1%
COc1ccccc1/C=C1/C(=O)ON=C1C
  -12%	1%	0.0%	i	2%	-1%	-21	5%	2%
CCOC(=O)c1c(SCC(=O)Nc2cccc(C)c2C)nc(=O)[nH]c1C
  14%	-4%	0.8%	i	x	x	x	-1%	6%
CCOC(=O)c1c(C)n(-c2ccccc2)c2ccc(OC(=O)c3ccccc3Cl)cc12
  5%	-2%	0.2%	u	4%	x	x	-7%	-1%
Cc1ccccc1OCCOC(=O)c1nc2nccc(C)n2n1
  9%	-13%[11.3 µM]	0.6%	i	14%	-2%	30	18%	4%

Exported bar-delimited: 8 of the compounds above.
Structure | TGFb SMAD3 inh | ATXN2 expr inh | Nrf2 activator | S2 tox | Nrf2 block | MCF10A rereplic | IL-1B inflam inh | HepG2 viability | A549 tox
CCCC1=C(C(=O)OCC)C(c2cc(Cl)cc(OC)c2OCC(=O)OCC)NC(=O)N1 (stereo not given) | 5% | 64%[activator] | 0.2% | i | u | 1% | 6 | -5% | -2%
Cc1nn(-c2ccc(N3CCOCC3)nn2)c(C)c1CCC(=O)N1CCN(C)CC1 | 4% | 0% | -0.4% | i | 20% | -2% | 12 | 4% | -12%
Cc1cc(C)n(-c2nc3c(c(=O)[nH]c(=O)n3C)n2CC(C)C)n1 | 39%[activator] | -6% | 0.1% | i | x | 8% | -12 | -1% | 7%
CCN(CCn1cccn1)C(=O)C1CCC(=O)N(CCN2CCOCC2)C1 (stereo not given) | -3% | -8% | 0.6% | i | 8% | 11% | -8 | -3% | -1%
COc1ccccc1/C=C1/C(=O)ON=C1C | -12% | 1% | 0.0% | i | 2% | -1% | -21 | 5% | 2%
CCOC(=O)c1c(SCC(=O)Nc2cccc(C)c2C)nc(=O)[nH]c1C | 14% | -4% | 0.8% | i | x | x | x | -1% | 6%
CCOC(=O)c1c(C)n(-c2ccccc2)c2ccc(OC(=O)c3ccccc3Cl)cc12 | 5% | -2% | 0.2% | u | 4% | x | x | -7% | -1%
Cc1ccccc1OCCOC(=O)c1nc2nccc(C)n2n1 | 9% | -13%[11.3 µM] | 0.6% | i | 14% | -2% | 30 | 18% | 4%

Screens (PubChem)
